MITF inh – human MITF inhibition, primary screen. 650,000 tested, 0.91% active. inhibition, % at 2.6 µM. AID 1259374. AlphaScreen MITF homodimerization, bead proximity signal. O75030; in the data active = inhibition above about 50%;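 also: 0% = vehicle wells with protein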
Target sequence (O75030 whole entry, looked up): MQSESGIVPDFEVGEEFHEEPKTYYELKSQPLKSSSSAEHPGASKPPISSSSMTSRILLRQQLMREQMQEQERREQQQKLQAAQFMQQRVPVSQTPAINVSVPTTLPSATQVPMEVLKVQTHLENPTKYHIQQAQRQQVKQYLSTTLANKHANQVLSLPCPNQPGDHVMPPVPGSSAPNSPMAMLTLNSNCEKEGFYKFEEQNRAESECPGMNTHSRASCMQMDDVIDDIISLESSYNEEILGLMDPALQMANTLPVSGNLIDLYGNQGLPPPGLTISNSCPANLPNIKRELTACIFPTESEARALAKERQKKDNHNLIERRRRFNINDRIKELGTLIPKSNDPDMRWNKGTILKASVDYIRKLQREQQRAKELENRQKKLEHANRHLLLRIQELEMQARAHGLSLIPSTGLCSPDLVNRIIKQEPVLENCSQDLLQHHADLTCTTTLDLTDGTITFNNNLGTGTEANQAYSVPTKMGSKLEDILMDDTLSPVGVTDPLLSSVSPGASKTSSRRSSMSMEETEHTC
FBW7 activator – activators of human E3 ligase FBW7. 650,000 tested, 0.13% active. normalized activity (activation), % at 26.1 µM. AID 1259310. Q969H0. AlphaScreen FBW7–phospho-cyclin E peptide binding, activator screen; in the data active = normalized activity above about 1.9%;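 also: purified mutant Fbw7 with reduced substrate affinity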
TEAD-YAP block – TEAD-YAP interaction inhibition. inhibition, % at 9.12 µM. HEK-TIYL cells, TEAD-Gal4/YAP UAS-luciferase luminescence. 640,000 tested, 1.4% active; in the data active = inhibition above about 32%;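 also: 0% = median of test compound wells and 100% = reference inhibitor wells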
GPR151 ag – human GPR151 activation; PathHunter beta-arrestin GPR151 cells, luminescence; Q8TDV0; 650,000 tested, 1% active; activation, % at 11.2 µM; AID 1508602; in the data active = activation above about 4.9%;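 also: 0% = median of compound wells and 100% = cells with positive control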
Target sequence (Q8TDV0 whole entry, looked up): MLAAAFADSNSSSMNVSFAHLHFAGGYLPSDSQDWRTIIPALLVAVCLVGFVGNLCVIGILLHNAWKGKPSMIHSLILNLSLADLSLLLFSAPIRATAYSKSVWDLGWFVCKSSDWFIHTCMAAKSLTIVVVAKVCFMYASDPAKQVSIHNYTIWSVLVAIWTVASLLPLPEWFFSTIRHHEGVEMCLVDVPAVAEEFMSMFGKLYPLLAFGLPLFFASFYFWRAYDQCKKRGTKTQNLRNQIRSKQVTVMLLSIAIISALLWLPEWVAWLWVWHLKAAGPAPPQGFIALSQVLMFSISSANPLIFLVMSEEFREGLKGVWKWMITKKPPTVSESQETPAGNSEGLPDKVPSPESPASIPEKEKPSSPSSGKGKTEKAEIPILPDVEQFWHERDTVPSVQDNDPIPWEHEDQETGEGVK
An asterisk follows results filed as active.

(1) Cc1noc(C)c1COc1ccc(C(=O)OCc2nnc(-c3ccc(Cl)cc3)o2)cc1
(2) OCc1cccc(N=Cc2c[nH]c3ccccc23)c1
(3) Cc1ccc(-n2cc(-c3ccccc3)c3c(N4CCN(c5cc(C)ccc5C)CC4)ncnc32)cc1
(4) COc1cc(/C=C(\C#N)C(=O)Nc2ccc([N+](=O)[O-])cc2)ccc1OC(C)=O
(5) CC1(C)C2CCC1(CS(=O)(=O)NNC(=O)C1OC3OC4(CCCCC4)OC3C3OC4(CCCCC4)OC13)C(=O)C2 (stereo unspecified)
(6) COc1cccc(C(=O)NNC(=O)c2ccccc2Br)c1
(7) Cc1ccc(CC(=O)N2CCN(c3ccccn3)CC2)cc1
(8) CCN(CC)S(=O)(=O)c1ccc(C(=O)N=c2sc3cc(Cl)ccc3n2C)cc1
(9) O=C(Nc1ccc(Br)cc1)c1cc(S(=O)(=O)N2CCCCC2)ccc1Cl
(10) OCCn1c(-c2ccc(F)cc2)csc1=Nc1ccc(F)cc1
screen / no.,1,2,3,4,5,6,7,8,9,10
MITF inh,-7.6,-2.7,-5.4,-1.7,7.4,7.7,22.0,-3.3,1.6,9.3
FBW7 activator,0.1,0.0,-0.2,-0.2,-0.1,0.1,0.3,0.6,0.0,-0.3
TEAD-YAP block,-8.0,1.4,1.3,-1.1,-3.1,-1.7,-7.6,11.7,8.6,-11.8
GPR151 ag,-0.9,0.4,-0.8,-0.7,2.0,0.3,0.2,-0.9,1.0,0.0

(11) CC(C)c1nnc(NC(=O)c2ccccc2O)s1
(12) COc1cc(-c2nc3n(n2)C(c2ccc(F)cc2)C(C(N)=O)=C(C)N3)cc(OC)c1OC (stereo unspecified)
(13) O=C1C2C3c4ccccc4C([N+](=O)[O-])(c4ccccc43)C2C(=O)N1c1ccccn1 (stereo unspecified)
(14) CCc1ccc(NC(=O)C(=O)NCCN2CCN(Cc3ccc(C)cc3)CC2)cc1
(15) Cn1c(=O)cc(N2CCCC2)n(Cc2cccc(C(F)(F)F)c2)c1=O
(16) C[C@@H]1NC(=O)[C@@H]2C[C@H](NC(=O)Nc3cc(Cl)ccc3Cl)CN2C1=O
(17) CCOc1ccccc1OCC(=O)Nc1ccc2c(c1)OCO2
(18) C=CCSc1nc(C)nc2c1c(=O)n(C)c(=O)n2C
(19) CCOc1ccc(Br)cc1S(=O)(=O)N1CCN(c2ccccc2O)CC1
(20) CCOCCCNC(=O)c1c[nH]c2ccc(S(=O)(=O)N(C)c3ccc(Cl)cc3F)cc2c1=O
screen / no.,11,12,13,14,15,16,17,18,19,20
MITF inh,2.6,-8.1,-3.9,1.6,67.9*,1.5,4.0,-2.4,-1.8,-2.1
FBW7 activator,-0.1,0.0,-0.1,-0.1,0.0,0.1,-0.1,0.1,0.0,0.0
TEAD-YAP block,-48.2,-11.2,-1.8,2.4,5.5,0.4,-27.1,2.1,-5.0,6.4
GPR151 ag,-0.8,0.7,1.3,0.8,0.8,-0.9,2.2,2.3,2.2,1.9

(21) Cc1cc(-c2ccccc2)nc2cc(C(=O)N3CCCC3)nn12
(22) O=C(NCCc1ccccc1)C(=O)NCC1CCNCC1
(23) CCOc1ccc(NC(=O)C2C3C=CC4(O3)C2C(=O)N(C(C)c2ccccc2)C4C(=O)NC2CCCCC2)cc1 (stereo unspecified)
(24) CC(=O)c1cn(CC(=O)N2CCOCC2)c2ccccc12
(25) Cc1cc(NC(=O)COc2ccccc2)ccc1Cl
(26) CCOC(=O)C1=C(C)N(c2ccc(C)cc2)C(=O)/C1=C\c1cc(Br)ccc1OC
(27) CCN(CC)S(=O)(=O)c1ccc(C(=O)Nc2nnc(-c3cc(C)ccc3C)o2)cc1
(28) O=c1c2ccccc2nc(SCc2cc(=O)n3cc(Br)ccc3n2)n1C1CC1
(29) OCCC1CN(Cc2nc3ccccc3s2)CCN1Cc1ccsc1 (stereo unspecified)
(30) CC(C)COc1ccc(C(=O)OC[C@@H]2CCC[N+]3(C)CCCCC23)cc1 (stereo partly specified)
screen / no.,21,22,23,24,25,26,27,28,29,30
MITF inh,-10.1,18.3,12.2,5.4,15.0,-37.3,1.0,-5.2,-2.7,2.0
FBW7 activator,0.1,0.3,0.3,0.1,0.8,0.1,-0.1,-0.3,-0.1,0.0
TEAD-YAP block,-11.3,4.1,16.0,1.7,-59.6,0.6,-4.1,-10.4,-10.5,7.6
GPR151 ag,-1.5,-0.6,-0.2,0.7,-0.8,-0.9,1.5,-0.8,0.8,0.5

(31) OCC1CCCN1c1nc(NC2CC2)c2ncn(Cc3ccc(C(F)(F)F)cc3)c2n1 (stereo unspecified)
(32) CC(=O)N1CCC(N(Cc2ccc(C)cc2)C(=O)Nc2ccccc2Cl)CC1
(33) CC(=O)Oc1ccc(C(=O)Nc2cccc3c2C(=O)NC3=O)cc1
(34) CN(C)CCN1C(=O)C(=O)/C(=C(\O)c2ccc(Cl)cc2)C1c1ccco1 (stereo unspecified)
(35) CCNc1nc(NC(C)C)nc(N(C#N)CCOc2ccccc2)n1
(36) O=C(Nc1c2c(nn1-c1ccc(F)cc1)CS(=O)C2)c1cccc(Br)c1 (stereo unspecified)
(37) COCC(=O)n1nc(-c2cccnc2)nc1NCc1ccccc1
(38) CO[C@H]1[C@H](NC(=O)COc2ccccc2)c2ccccc2C12CCN(C)CC2
(39) CC(=O)Cc1cc(=O)oc2c3c4c(cc12)CCCN4CCC3
(40) CC(C)(C)NC(=O)CC1C(=O)NCCN1Cc1ccc(Cl)c(F)c1 (stereo unspecified)
screen / no.,31,32,33,34,35,36,37,38,39,40
MITF inh,-4.3,21.1,8.5,14.9,0.3,-2.3,11.7,1.4,-6.0,-3.9
FBW7 activator,0.0,1.3,0.0,-0.1,-0.1,0.0,0.0,0.2,0.4,0.0
TEAD-YAP block,-4.5,-9.6,0.9,8.2,0.8,-5.1,2.8,1.2,-4.2,5.3
GPR151 ag,-0.7,-0.5,-0.2,-1.2,0.3,-0.2,-0.6,0.5,-0.3,0.6

Part of the list above, reformatted:
Under each structure: MITF inh, FBW7 activator, TEAD-YAP block, GPR151 ag
(15) Cn1c(=O)cc(N2CCCC2)n(Cc2cccc(C(F)(F)F)c2)c1=O
  67.9*, 0.0, 5.5, 0.8
(16) C[C@@H]1NC(=O)[C@@H]2C[C@H](NC(=O)Nc3cc(Cl)ccc3Cl)CN2C1=O
  1.5, 0.1, 0.4, -0.9

(cont.)
(41) CCOC(=O)C1=C(C)N=c2s/c(=C\c3ccc(OCC)c(OC)c3)c(=O)n2C1c1ccccc1Cl (stereo unspecified)
(42) O=C(ON1C(=O)c2ccccc2C1=O)C1CCCCC1
(43) COc1ccc(OCCNC(=O)CSc2ccc(C(F)(F)F)cc2[N+](=O)[O-])cc1
(44) COCCNC(=O)C(=O)NCC1OCCCN1S(=O)(=O)c1ccc(OC)c(OC)c1 (stereo unspecified)
(45) CCOC(=O)C1CCN(CN2C(=O)c3cccc([N+](=O)[O-])c3C2=O)CC1
(46) Cn1nccc1Nc1cc(NCCOc2ccccc2)ncn1
(47) CC(C(=O)NCc1ccco1)n1c2ccccc2c2cnn(C)c(=O)c21 (stereo unspecified)
(48) O=C(Nc1ccc(C(F)(F)F)cc1)c1cc(S(=O)(=O)NCc2ccco2)ccc1F
(49) CN1CCN(c2ccc(-c3cncc(-c4cccc(CO)c4)n3)cn2)CC1
(50) Cc1cc(O)c(C(c2ccc(Br)cc2)c2c(O)cc(C)oc2=O)c(=O)o1
screen / no.,41,42,43,44,45,46,47,48,49,50
MITF inh,4.3,11.3,11.3,-8.6,10.2,-3.4,3.8,0.8,-1.3,-1.2
FBW7 activator,-0.1,0.1,0.3,0.1,0.2,0.0,-0.1,0.8,-0.2,0.0
TEAD-YAP block,3.7,-12.4,-0.4,-4.4,-1.7,-3.8,5.3,4.3,-6.6,5.3
GPR151 ag,1.3,1.2,-0.4,1.1,-0.7,3.1,0.3,-0.3,-1.2,0.5

Reprinted at random: 4 entries already listed
(10) OCCn1c(-c2ccc(F)cc2)csc1=Nc1ccc(F)cc1
(26) CCOC(=O)C1=C(C)N(c2ccc(C)cc2)C(=O)/C1=C\c1cc(Br)ccc1OC
(21) Cc1cc(-c2ccccc2)nc2cc(C(=O)N3CCCC3)nn12
(34) CN(C)CCN1C(=O)C(=O)/C(=C(\O)c2ccc(Cl)cc2)C1c1ccco1 (stereo unspecified)
screen / no.,10,26,21,34
MITF inh,9.3,-37.3,-10.1,14.9
FBW7 activator,-0.3,0.1,0.1,-0.1
TEAD-YAP block,-11.8,0.6,-11.3,8.2
GPR151 ag,0.0,-0.9,-1.5,-1.2

Next part.
(51) CN(C)C(=O)CSc1nnnn1C
(52) O=C(CCN1C(=O)c2ccccc2C1=O)N1CCN(C(=O)c2ccccc2)CC1
(53) COc1ccccc1NC(=O)CCS(=O)(=O)c1ccccc1
(54) COCC(=O)NC1CCN(CC(=O)Nc2nccs2)CC1
(55) COC(=O)c1ccc(Oc2nc(N3CCCCC3)nc(N3CCOCC3)n2)cc1
(56) O=C1/C(=C/c2cc3ccccc3o2)CC/C1=C\c1cc2ccccc2o1
(57) Cc1ccc(Cc2c(C)nc3c(C(=O)NCc4ccccc4)cnn3c2C)cc1
(58) O=C(Nc1nnc(-c2ccco2)o1)c1ccc(Cl)cc1Cl
(59) CC(=O)N(CN1C(=O)C2C3c4ccccc4C(c4ccccc43)C2C1=O)c1ccc(Cl)c(Cl)c1 (stereo unspecified)
(60) O=C(CCc1nnc(-c2ccc3c(c2)OCO3)o1)NCCc1ccccc1F
screen / no.,51,52,53,54,55,56,57,58,59,60
MITF inh,1.4,-12.9,-8.9,17.6,2.3,4.1,-1.4,14.7,-1.4,4.8
FBW7 activator,0.1,-0.2,-0.1,0.2,-0.1,0.0,0.1,-0.1,-0.2,0.8
TEAD-YAP block,10.0,-2.4,-22.1,-8.9,-1.2,3.3,1.2,-9.5,-5.7,11.1
GPR151 ag,1.0,-0.1,-1.2,-0.2,-1.1,0.7,0.8,-2.7,0.1,-0.2

(61) Cc1ccc(NC(=O)c2nn(-c3ccc(Cl)cc3)c(=O)c3ccccc23)c(Br)c1
(62) O=C1NCCN1Cc1ccc(F)cc1Cl
(63) Cc1nc(C)c(-c2nnco2)cc1-c1nnco1
(64) O=C(CCc1nnc(Cc2ccc(-c3ccccc3)cc2)o1)N1CCCC(O)C1 (stereo unspecified)
(65) COc1cc2c(cc1OC)C(COc1ccccc1OC)N(C(=O)c1ccccc1[N+](=O)[O-])CC2 (stereo unspecified)
(66) CC(C)CC1C(C#N)=C(N)Oc2n[nH]c(-c3ccccc3)c21 (stereo unspecified)
(67) COc1ccc2oc(=O)c(S(=O)(=O)c3ccc(C(C)C)cc3)cc2c1
(68) C/C(N)=C(/C#N)C(=O)COC(=O)c1ccc2c(c1)S(=O)(=O)c1ccccc1C2=O
(69) Cc1[nH]nc2c1C(c1ccc(OCc3ccc([N+](=O)[O-])cc3)c(Cl)c1)C(C#N)=C(N)O2 (stereo unspecified)
(70) CC(C)C[C@H]1C(=O)N2CCN(Cc3cccc(Cl)c3)C[C@@H]2C(=O)N1C
(71) N#CCC(=O)N/N=C/c1cccc(Br)c1
(72) CC(=O)Nc1ccc(S(=O)(=O)N2CCN(c3ccc([N+](=O)[O-])c(NC(C)c4ccccc4)c3)CC2)cc1 (stereo unspecified)
screen / no.,61,62,63,64,65,66,67,68,69,70,71,72
MITF inh,-2.9,-4.4,13.1,10.3,15.0,3.9,-5.2,5.3,1.7,3.4,-2.4,-13.6
FBW7 activator,0.1,-0.2,0.2,0.0,0.7,0.2,-0.1,0.2,0.0,0.2,0.1,-0.2
TEAD-YAP block,3.8,-1.8,0.5,3.9,-1.1,4.6,-6.4,-2.3,-47.5,16.5,0.2,2.9
GPR151 ag,0.0,-0.5,-1.0,-0.1,-2.8,-2.0,2.6,0.4,4.4,0.6,0.6,-1.0

Copied from the list:
`Cc1nc(C)c(-c2nnco2)cc1-c1nnco1` in GPR151 ag is entered as -1.0
`CC(C)CC1C(C#N)=C(N)Oc2n[nH]c(-c3ccccc3)c21` (stereo unspecified) in FBW7 activator is entered as 0.2
`COc1ccc2oc(=O)c(S(=O)(=O)c3ccc(C(C)C)cc3)cc2c1` in FBW7 activator is entered as -0.1
`Cc1[nH]nc2c1C(c1ccc(OCc3ccc([N+](=O)[O-])cc3)c(Cl)c1)C(C#N)=C(N)O2` (stereo unspecified) in MITF inh is entered as 1.7
`CC(=O)Nc1ccc(S(=O)(=O)N2CCN(c3ccc([N+](=O)[O-])c(NC(C)c4ccccc4)c3)CC2)cc1` (stereo unspecified) in FBW7 activator is entered as -0.2
